PP1 inh – blocks human PP1-alpha phosphatase, a PP5 counter-screen. AID 2235. 320,000 compounds, 0.9% hits. P62136. inhibition, % at 6.7 µM. purified PP1alpha, OMFP fluorescence;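 active = inhibition above the mean inhibition of all tested compounds plus 3 SD, computed separately for each screening campaign, cut at about 15% in these data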
Target sequence (P62136 whole entry, looked up): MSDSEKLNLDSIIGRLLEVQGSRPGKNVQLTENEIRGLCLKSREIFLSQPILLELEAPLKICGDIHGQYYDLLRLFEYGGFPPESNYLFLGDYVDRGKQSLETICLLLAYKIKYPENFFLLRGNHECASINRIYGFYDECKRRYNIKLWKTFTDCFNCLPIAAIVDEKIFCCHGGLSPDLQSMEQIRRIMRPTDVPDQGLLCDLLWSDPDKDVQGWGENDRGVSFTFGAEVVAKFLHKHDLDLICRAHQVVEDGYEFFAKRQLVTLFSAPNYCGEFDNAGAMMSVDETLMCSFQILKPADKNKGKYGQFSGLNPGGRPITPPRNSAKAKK
LYPLA2 inh – counter-screen for PME1 inhibitors: inhibitors of human LYPLA2; inhibition, % at 5.9 µM; 320,000 compounds, 0.38% hits; recombinant LYPLA2, FP-Rh probe fluorescence polarization; O95372;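 active = inhibition above the screen-wide mean plus 3 SD, limit set per campaign, cut at about 26% in these data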;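 also: 0% = LYPLA2 with DMSO and 100% = wells lacking LYPLA2 enzyme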
Target sequence (O95372 whole entry, looked up): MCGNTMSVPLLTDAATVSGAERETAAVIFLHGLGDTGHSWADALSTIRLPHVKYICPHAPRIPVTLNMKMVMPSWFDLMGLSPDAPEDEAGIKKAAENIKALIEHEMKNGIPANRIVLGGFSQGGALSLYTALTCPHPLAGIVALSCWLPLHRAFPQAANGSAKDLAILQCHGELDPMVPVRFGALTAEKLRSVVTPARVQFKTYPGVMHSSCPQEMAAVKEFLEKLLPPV
core dimer inh – blocks dimerization of HCV core protein; TR-FRET GST/Flag-core106 dimerization, 1536-well; inhibition, % at 5 µM; 300,000 compounds, 0.33% hits; AID 1899;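 active = inhibition above the mean of all tested compounds plus 3 SD, set per screening campaign, cut at about 45% in these data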
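test system = GST/Flag-tagged HCV core106 proteins | probe or stimulus = Eu donor and XL665 acceptor anti-tag antibodies | times = compound-protein-antibody incubation 4 h at 22.5 °C | signal = TR-FRET, excitation 340 nm, emission 617 and 671 nm | measure = percent inhibition of core106 dimerization signal | controls = wells lacking GST-core106 and wells with excess unlabelled core106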
Fh CTSL1 inh – counter-screen for PFM18AAP inhibitors: inhibitors of F. hepatica cathepsin L1 | recombinant F. hepatica cathepsin L1, Z-Leu-Arg-MCA fluorescence | inhibition, % at 5.96 µM | 300,000 compounds, 0.49% hits | AID 1906;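 active = inhibition above the mean of all tested compounds plus 3 SD, set per screening campaign, cut at about 17% in these data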;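 also: 0% = plate median of test compound wells and 100% = 1 µM Z-Phe-Ala-diazomethylketone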
Efflux pump inh – blocks antifungal efflux pumps in multiplex yeast assay; 330,000 compounds, 0.44% hits; S. cerevisiae Candida pump triplex, Nile Red efflux; inhibition, % at 10 µM;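 active = plate passing quality check with inhibition over a set limit, or well fluorescence over plate mean plus 4 SD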;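 also: Nile Red retained in pooled yeast measured as flow cytometry median fluorescence; 0% = buffer negative control and 100% = Enniatin B positive control; higher means more Nile Red kept so more efflux inhibition; some compounds called inactive have numbers as strong as hits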
PP5 primary – inhibitors of human protein phosphatase 5 (PP5); P53041; purified PP5c, OMFP substrate fluorescence; inhibition, % at 6.7 µM; 320,000 compounds, 0.18% hits; AID 1987;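 active = inhibition above the campaign's mean inhibition across all tested compounds plus 3 SD, cut at about 9.5% in these data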;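 also: 0% = DMSO only and 100% = 100 µM cantharidin control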
PREPL inh – human PREPL enzyme inhibition; Q4J6C6; recombinant PREPL, fluorescence polarization activity-based probe; inhibition, % at 5.96 µM; 320,000 compounds, 0.68% hits; AID 2751; in the data active = inhibition above about 43%;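 also: 0% = enzyme with DMSO and 100% = wells lacking enzyme; many of its hits are not listed in these tables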
TPT1 inhibitor – C. albicans TPT1 enzyme inhibition. 300,000 compounds, 0.81% hits. inhibition, % at 5 µM. recombinant caTPT1, FP RNA substrate dephosphorylation;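 active = inhibition above the mean of all tested compounds plus 3 SD, set per screening campaign, cut at about 24% in these data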;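 also: plate controls were DMSO alone for no effect and ferristatin control at 100 nM for full effect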
GASC-1 inh – blocks human GASC-1 demethylase activity; GST-JMJD2C(1-420) H3K9me3 demethylation, DELFIA europium; 330,000 compounds, 0.069% hits; inhibition, % at 2.35 µM; Q9H3R0; AID 2099;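 active = more than half of a compound's replicate wells show inhibition beyond 50%, single wells judged on their own value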;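 also: signal counts dimethyl H3K9 product captured on neutravidin plate; 0% = median of DMSO wells and 100% = 0.3 times that DMSO median; strong numbers were not always called active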
Numbers without * were called inactive.

No. | canonical_smiles | PP1 inh | LYPLA2 inh | core dimer inh | Fh CTSL1 inh | Efflux pump inh
1 | CCOC(=O)c1sc(Nc2nc3ccc(OC)cc3s2)cc1C | 1 | 6 | 26 | 5 | -0.5
2 | COc1ccccc1N1CCN(C(=O)CCCN2C(=O)c3cccc4cccc(c34)C2=O)CC1 | 4 | 6 | 9 | 3 | 1.3
3 | CSc1nc(N2CCCC2)c2c(c1C#N)CC(C)(C)OC2 | -4 | 2 | 7 | -2 | -0.1
4 | Cc1cc(-c2nc3ncccc3o2)ccc1NC(=S)NC(=O)c1ccco1 | -1 | -5 | -5 | -1 | -0.4
5 | CC1(C)Cc2c(C#N)c(N3CCOCC3)nc(Cc3ccccc3)c2CO1 | 0 | -4 | 9 | 1 | 0.0
6 | CCn1c(C)nc2cc(C(=O)N/N=C(\C)c3ccccc3O)ccc21 | -1 | -4 | -18 | 0 | -0.1
7 | O=C(CSC1=NS(=O)(=O)c2cc(F)ccc2N1)NCc1ccc(F)cc1 | -5 | -1 | 1 | -1 | -0.3
8 | CC1CCCN(S(=O)(=O)c2ccc(S(=O)(=O)NC(C)c3cccs3)cc2)C1 (stereo not given) | 0 | -3 | 0 | 0 | 0.3
9 | O=C(CN(Cc1ccccc1F)C(=O)c1csnn1)NC1CCCCC1 | 0 | 0 | -4 | 3 | -0.1
10 | COC(=O)c1cccc(NC(=O)NC(=O)c2ccc(Cl)cc2)c1 | 0 | 9 | 2 | 1 | 0.1

No. | PP5 primary | PREPL inh | TPT1 inhibitor | GASC-1 inh
1 | 2.1 | 36 | -4 | -10
2 | 5.3 | 13 | 2 | -6
3 | 2.7 | 8 | 1 | 6
4 | -1.8 | 3 | 1 | 4
5 | -0.4 | 18 | -1 | 0
6 | 0.1 | 9 | -3 | 7
7 | 0.2 | -8 | 2 | -1
8 | 4.6 | 18 | 3 | 22
9 | 2.0 | 1 | -1 | -4
10 | 1.0 | -4 | -1 | 12

(list continues)
No. | canonical_smiles | PP1 inh | LYPLA2 inh | core dimer inh | Fh CTSL1 inh | Efflux pump inh
11 | COC(=O)CCCCCN1C(=O)NC(C2CC2)C(C(=O)OCc2ccccc2)=C1C (stereo not given) | 0 | -3 | 6 | 2 | 0.0
12 | CNc1sc(C(=O)c2ccccc2F)c(N)c1-c1nc2ccccc2s1 | 0 | 5 | -10 | 4 | -0.1
13 | O/C(=C\Sc1nnc(Cc2ccccc2)o1)c1ccc(Br)cc1 | 0 | 1 | 0 | -1 | 0.0
14 | COc1ccccc1NC(=O)COc1ccc(C(=O)OCC(=O)N2CCCC2=O)cc1OC | 1 | 0 | 2 | -1 | 0.1
15 | Cc1nc(=S)c2c([nH]1)-c1ccccc1CC21CCCCC1 | -2 | 1 | 2 | -2 | 0.0
16 | COc1ccc(-c2ocnc2C(=O)N2CCN(C(c3ccccc3)c3ccccc3)CC2)cc1 | 6 | 1 | 19 | 3 | -0.1
17 | O=C(NCCCn1ccnc1)c1cc(C2CC2)on1 | -5 | -1 | 0 | 3 | 0.5
18 | Cc1cc(-c2ccccc2C(=O)Nc2ccccc2O)on1 | -2 | 0 | -4 | -3 | 0.0
19 | CCC(CC)c1nnc(NC(=O)C2=NNC(=O)CC2)s1 | 0 | 1 | -5 | -1 | 0.0
20 | Cc1oc2ccc(Br)cc2c(=O)c1-c1nn[nH]n1 | 1 | -6 | 2 | 4 | 0.7

No. | PP5 primary | PREPL inh | TPT1 inhibitor | GASC-1 inh
11 | 3.2 | 10 | -3 | 4
12 | 2.1 | 10 | 3 | 6
13 | 3.1 | -102 | 1 | 1
14 | -1.2 | -3 | -4 | 1
15 | -0.3 | -5 | -4 | -11
16 | 1.2 | 3 | -3 | 8
17 | 0.4 | 8 | 3 | 18
18 | 0.9 | -10 | 11 | -10
19 | 2.2 | 7 | -1 | -5
20 | -0.6 | 13 | 3 | 10

From entry 12 up to 20, as listed above:
No. | canonical_smiles | PP1 inh | LYPLA2 inh | core dimer inh | Fh CTSL1 inh | Efflux pump inh
12 | CNc1sc(C(=O)c2ccccc2F)c(N)c1-c1nc2ccccc2s1 | 0 | 5 | -10 | 4 | -0.1
13 | O/C(=C\Sc1nnc(Cc2ccccc2)o1)c1ccc(Br)cc1 | 0 | 1 | 0 | -1 | 0.0
14 | COc1ccccc1NC(=O)COc1ccc(C(=O)OCC(=O)N2CCCC2=O)cc1OC | 1 | 0 | 2 | -1 | 0.1
15 | Cc1nc(=S)c2c([nH]1)-c1ccccc1CC21CCCCC1 | -2 | 1 | 2 | -2 | 0.0
16 | COc1ccc(-c2ocnc2C(=O)N2CCN(C(c3ccccc3)c3ccccc3)CC2)cc1 | 6 | 1 | 19 | 3 | -0.1
17 | O=C(NCCCn1ccnc1)c1cc(C2CC2)on1 | -5 | -1 | 0 | 3 | 0.5
18 | Cc1cc(-c2ccccc2C(=O)Nc2ccccc2O)on1 | -2 | 0 | -4 | -3 | 0.0
19 | CCC(CC)c1nnc(NC(=O)C2=NNC(=O)CC2)s1 | 0 | 1 | -5 | -1 | 0.0
20 | Cc1oc2ccc(Br)cc2c(=O)c1-c1nn[nH]n1 | 1 | -6 | 2 | 4 | 0.7

No. | PP5 primary | PREPL inh | TPT1 inhibitor | GASC-1 inh
12 | 2.1 | 10 | 3 | 6
13 | 3.1 | -102 | 1 | 1
14 | -1.2 | -3 | -4 | 1
15 | -0.3 | -5 | -4 | -11
16 | 1.2 | 3 | -3 | 8
17 | 0.4 | 8 | 3 | 18
18 | 0.9 | -10 | 11 | -10
19 | 2.2 | 7 | -1 | -5
20 | -0.6 | 13 | 3 | 10

Following part
No. | canonical_smiles | PP1 inh | LYPLA2 inh | core dimer inh | Fh CTSL1 inh | Efflux pump inh
21 | COc1cccc(C(=O)NCC(C)(C)SCc2ccc(F)cc2)c1 | 1 | 2 | 13 | 1 | -0.2
22 | O=C1OCCC1Sc1nnc(-c2ccc3c(c2)OCO3)n1-c1ccccc1 (stereo not given) | -2 | 5 | 0 | 0 | 0.0
23 | Cc1onc(-c2ccccc2Cl)c1C(=O)Oc1cccc2cccnc12 | -1 | 2 | -3 | 2 | -0.1
24 | COCCn1c(Br)nc2c1c(=O)n(C)c(=O)n2C | -5 | -3 | 6 | -5 | 0.0
25 | Clc1ccccc1-c1ccc(/C=N/Nc2nncc(-c3ccccc3)n2)o1 | -7 | 5 | 8 | 5 | 0.3
26 | O=C(COc1ccc(C(=O)c2ccccc2)cc1)Nc1ncccc1O | -4 | 8 | 1 | -2 | 0.3
27 | COC(=O)C1CCN(C(=O)COC(=O)Cn2cnnn2)CC1 | -2 | 0 | 10 | -3 | 0.2
28 | CNCc1ccc(OCc2ccccc2)c(OC)c1 | 0 | 7 | -3 | -2 | 0.1

No. | PP5 primary | PREPL inh | TPT1 inhibitor | GASC-1 inh
21 | -0.6 | -11 | 1 | -11
22 | 0.8 | 0 | -5 | 8
23 | -0.2 | 7 | -1 | 11
24 | 2.4 | 4 | -2 | 4
25 | -3.0 | 9 | 4 | -14
26 | 4.6 | 5 | 1 | 1
27 | -0.2 | 11 | -2 | -14
28 | 3.8 | 2 | 1 | 2

An excerpt (hit frequency here may not be typical).
